Screens: PubChem, Sanford-Burnham Center for Chemical Genomics
SENP8 block-1: SENP8 (human) protease inhibition; Q96LD8; recombinant SENP8, Nedd8 substrate fluorescence; 360,000 compounds, 0.64% hits; AID 602440; inhibition, % at 20 µM; in the data active means inhibition mostly above about 40%, no sharp cut-off; inactive means mostly below about 27%
Apaf1 inhib: inhibitors of human Apaf-1 apoptosome; inhibition, % at 20 µM; 330,000 compounds, 0.71% hits; reconstituted apoptosome caspase-3 activity, DEVD-Rh110 fluorescence; active means inhibition of at least 40% at 20 µM;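 further: plate controls were DMSO wells for no effect and DEVD-CHO caspase inhibitor wells for full effect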
Target sequence (O14727 whole entry, looked up): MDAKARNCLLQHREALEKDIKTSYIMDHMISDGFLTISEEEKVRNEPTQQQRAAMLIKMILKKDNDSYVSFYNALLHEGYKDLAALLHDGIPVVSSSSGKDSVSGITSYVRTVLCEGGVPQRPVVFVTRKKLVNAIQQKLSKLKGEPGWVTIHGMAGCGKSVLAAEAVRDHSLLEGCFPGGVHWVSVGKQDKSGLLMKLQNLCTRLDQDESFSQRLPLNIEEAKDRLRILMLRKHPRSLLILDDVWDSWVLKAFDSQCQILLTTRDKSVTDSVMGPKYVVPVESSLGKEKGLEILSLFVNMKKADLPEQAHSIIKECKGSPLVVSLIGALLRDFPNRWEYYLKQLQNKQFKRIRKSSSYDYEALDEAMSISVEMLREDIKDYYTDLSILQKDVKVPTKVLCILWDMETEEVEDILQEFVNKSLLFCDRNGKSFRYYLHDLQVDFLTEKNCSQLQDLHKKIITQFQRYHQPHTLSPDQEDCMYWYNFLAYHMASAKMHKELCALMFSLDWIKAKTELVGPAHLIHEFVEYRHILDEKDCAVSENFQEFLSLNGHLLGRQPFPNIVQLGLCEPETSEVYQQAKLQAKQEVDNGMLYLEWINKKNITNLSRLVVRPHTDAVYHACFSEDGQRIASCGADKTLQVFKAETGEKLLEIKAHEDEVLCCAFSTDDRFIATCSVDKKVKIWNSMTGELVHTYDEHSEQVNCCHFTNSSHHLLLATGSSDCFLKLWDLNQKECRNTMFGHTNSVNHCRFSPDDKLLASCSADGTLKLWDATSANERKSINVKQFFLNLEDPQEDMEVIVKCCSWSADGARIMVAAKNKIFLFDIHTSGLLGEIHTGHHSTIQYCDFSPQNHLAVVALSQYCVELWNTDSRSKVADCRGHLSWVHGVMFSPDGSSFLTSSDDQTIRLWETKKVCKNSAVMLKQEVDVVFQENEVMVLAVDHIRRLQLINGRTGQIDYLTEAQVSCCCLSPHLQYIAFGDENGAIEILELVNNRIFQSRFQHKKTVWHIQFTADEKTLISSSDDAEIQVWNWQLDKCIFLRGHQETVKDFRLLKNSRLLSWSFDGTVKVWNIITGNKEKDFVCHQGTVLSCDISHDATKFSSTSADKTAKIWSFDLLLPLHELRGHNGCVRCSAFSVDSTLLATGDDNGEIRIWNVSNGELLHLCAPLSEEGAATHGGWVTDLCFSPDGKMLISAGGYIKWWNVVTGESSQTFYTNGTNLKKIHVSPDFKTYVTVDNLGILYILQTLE
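Material: biochemical Apaf-1 apoptosome reconstitution. Medium: Hepes buffer, pH 7.5. Also added: cytochrome c activation, bis-DEVD rhodamine 110 substrate. Timing: 30 min compound preincubation, 50 min activation, room temperature. Measured by: rhodamine 110 fluorescence at Ex 480/Em 540 nm.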
SENP6 block: SENP6 protease inhibition | AID 2599 | 330,000 compounds, 1.8% hits | Recombinant SENP6 catalytic domain, aminoluciferin luminescence | inhibition, % at 10 µM;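 active means inhibition above about 50% at the single tested dose, limit read from the data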;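 further: plate controls were DMSO wells with enzyme for no effect and DMSO wells lacking enzyme for full effect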
SENP7 block: SENP7 protease inhibition | recombinant SENP7, Z-RLRGG-aminoluciferin luminescence, 40 min | AID 434973 | inhibition, % at 5 µM | Q9BQF6 | 330,000 compounds, 1.5% hits;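 active means inhibition above about 50% at the single test dose, limit read from the data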;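 further: plate controls were DMSO with enzyme for no effect and no enzyme buffer wells for full effect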
SENP1 FRET inh: inhibitors of human SENP1 SUMO protease catalytic domain | Q9P0U3 | recombinant SENP1 catalytic domain, CyPet-SUMO1-YPet FRET cleavage | inhibition, % at 10 µM | 360,000 compounds, 0.21% hits | AID 624204;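 active means inhibition at least 30% at 10 µM, raw YFP signal under a set limit, fluorescence ratio 0.5 to 1.5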;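 further: 0% = enzyme with DMSO and 100% = no enzyme wells; some results filed as inactive read as strong as hits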
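Material: hSENP1 catalytic domain, recombinant; medium: Tris pH 8 with BME, BSA, NP40 and catalase; compound: single concentration of 10 µM compound, 0.5% DMSO final; technique: FRET read of cyan and yellow fluorescence; timing: 50 min enzyme reaction, room temperature, light-protected; reagent: SFCypet-SUMO1-SFYpet substrate at 25 nM; control set: no-enzyme low, enzyme-DMSO high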
SENP8 block-2: SENP8 protease inhibition; Q96LD8; purified SENP8, Z-RLRGG-aminoluciferin cleavage, luminescence; inhibition, % at 10 µM; 330,000 compounds, 1.2% hits; AID 2540; in the data active means inhibition above about 50%
PfG6PD inh: PfG6PD (Plasmodium falciparum) enzyme inhibition. PfGluPho enzyme, NADPH resazurin-diaphorase fluorescence. inhibition, % at 20 µM. 350,000 compounds, 0.78% hits. AID 504690;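 active means inhibition reaching at least a set limit at 20 µM in the primary screen, cut at about 59% in these data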;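 further: 0% = DMSO wells with substrate and 100% = DMSO wells lacking glucose-6-phosphate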
HKDC1 inh: inhibitors of human hexokinase HKDC1; recombinant HKDC1, G6PDH/diaphorase resazurin coupled fluorescence; inhibition, % at 20 µM; 340,000 compounds, 0.16% hits; AID 493160;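 active means inhibition above about 35% when tested at 20 µM, limit read from the data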;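 further: plate controls were DMSO wells with enzyme for no effect and DMSO wells lacking enzyme for full effect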
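System: Recombinant HKDC1 hexokinase | Amount: HKDC1 at 5 µg/mL | Reagent: Glucose with 1 mM ATP | Doses: Single 20 µM dose | Incubation: Reaction time 90 min, room temperature, protected from light | Signal: Coupled resazurin fluorescence, excitation 525 nm, emission 613 nm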
Starred values were filed as active, the others as inactive; & = joins results of further samples; ! = not active in a repeat.

For C=CCSc1nc2[nH]ncc2c(=O)[nH]1 the results were SENP8 block-1 4, Apaf1 inhib -1, SENP6 block -20, SENP7 block 3, SENP1 FRET inh -1, SENP8 block-2 -6, PfG6PD inh 1 and HKDC1 inh 15.
Screening CC(=O)Nc1ccccc1N(CC(O)Cn1c2ccccc2c2ccccc21)S(=O)(=O)c1ccc(C)cc1 (stereo not drawn) returned SENP8 block-1 4, Apaf1 inhib 10, SENP6 block -6, SENP7 block -6, SENP1 FRET inh 0, SENP8 block-2 -11, PfG6PD inh 25 and HKDC1 inh -4.
For COc1ccc(-c2nnc(NC(=O)CSc3ccc(Cl)cc3)s2)cc1OC the results were SENP8 block-1 -314, Apaf1 inhib 13, SENP6 block -8, SENP7 block 0, SENP1 FRET inh -2, SENP8 block-2 -13, PfG6PD inh 5 and HKDC1 inh 13.
`COc1ccc(C)cc1NC(=O)CSc1nc2ccccc2nc1N1CCCC1` gave SENP8 block-1 -199, Apaf1 inhib 9, SENP6 block 11, SENP7 block -4, SENP1 FRET inh -54, SENP8 block-2 7, PfG6PD inh 17 and HKDC1 inh 6.
CCc1cccc(NC(=O)CSC2=NS(=O)(=O)c3ccccc32)c1 was read as SENP8 block-1 10, Apaf1 inhib -13, SENP6 block -6, SENP7 block -12, SENP1 FRET inh 2, SENP8 block-2 8, PfG6PD inh 26 and HKDC1 inh -2.
For CCN1CC(c2ccccc2)C(c2ccc(Cl)cc2)=N1 (stereo not drawn) the results were SENP8 block-1 -326, Apaf1 inhib -1, SENP6 block -16, SENP7 block -2, SENP1 FRET inh -1, SENP8 block-2 -10, PfG6PD inh -2 and HKDC1 inh -5.
For O=C(N/N=C/c1ccco1)c1cc(-c2ccccc2)nc2ccccc12 the results were SENP8 block-1 -5, Apaf1 inhib 16, SENP6 block -24, SENP7 block 8, SENP1 FRET inh -1, SENP8 block-2 3, PfG6PD inh -9 and HKDC1 inh -2.
`C=CCn1c(=O)c2ccccc2n2c(SCc3c(C(=O)OCC)oc4ccccc34)nnc12` gave SENP8 block-1 3, Apaf1 inhib 16, SENP6 block -5, SENP7 block 3, SENP1 FRET inh 2, SENP8 block-2 2, PfG6PD inh -8 and HKDC1 inh 4.
Screening CCOc1cc(C(=S)N2CCOCC2)ccc1OC(=O)c1cc(OC)c(OC)c(OC)c1 returned SENP8 block-1 7, Apaf1 inhib -3, SENP6 block 25, SENP7 block 1, SENP1 FRET inh -2, SENP8 block-2 5, PfG6PD inh 3 and HKDC1 inh -7.
Screening COc1ccc(S(=O)(=O)Nc2cccnc2)c(Cl)c1Cl returned SENP8 block-1 12, Apaf1 inhib -4, SENP6 block 9, SENP7 block -6, SENP1 FRET inh -1, SENP8 block-2 3, PfG6PD inh -4 and HKDC1 inh 0.
Screening Cn1c(NC(=O)c2ccc(F)c(F)c2)cc(=O)n(C)c1=O returned SENP8 block-1 15, Apaf1 inhib 11, SENP6 block -13, SENP7 block -6, SENP1 FRET inh 3, SENP8 block-2 -14, PfG6PD inh -6 and HKDC1 inh 0.
O=C(c1cccs1)N1CCCC(c2nc3c(nnn3Cc3ccc(F)cc3)c(=O)[nH]2)C1 (stereo not drawn) was read as SENP8 block-1 0, Apaf1 inhib 9, SENP6 block -20, SENP7 block -5, SENP1 FRET inh -1, SENP8 block-2 -1, PfG6PD inh -28 and HKDC1 inh 2.
Screening O=C(CSc1nnc(-c2cccs2)n1-c1ccccc1)N1CCCc2ccccc21 returned SENP8 block-1 6, Apaf1 inhib 21, SENP6 block 2, SENP7 block 1, SENP1 FRET inh 0, SENP8 block-2 3, PfG6PD inh -2 and HKDC1 inh 10.
For Cc1ccc(C(=O)OCC(=O)NCc2ccc3c(c2)OCO3)o1 the results were SENP8 block-1 7, Apaf1 inhib 4, SENP6 block -1, SENP7 block 1, SENP1 FRET inh 0, SENP8 block-2 2, PfG6PD inh -2 and HKDC1 inh -3.
Screening O=C(CSc1nnc2ccccn12)Nc1ccccc1Cl returned SENP8 block-1 -31, Apaf1 inhib -1, SENP6 block -11, SENP7 block 6, SENP1 FRET inh -1, SENP8 block-2 -5, PfG6PD inh 0 and HKDC1 inh -5.

Among those listed so far, these contain an NH in an aromatic ring.
For C=CCSc1nc2[nH]ncc2c(=O)[nH]1 the results were SENP8 block-1 4, Apaf1 inhib -1, SENP6 block -20, SENP7 block 3, SENP1 FRET inh -1, SENP8 block-2 -6, PfG6PD inh 1 and HKDC1 inh 15.
O=C(c1cccs1)N1CCCC(c2nc3c(nnn3Cc3ccc(F)cc3)c(=O)[nH]2)C1 (stereo not drawn) was read as SENP8 block-1 0, Apaf1 inhib 9, SENP6 block -20, SENP7 block -5, SENP1 FRET inh -1, SENP8 block-2 -1, PfG6PD inh -28 and HKDC1 inh 2.

Following part
`COC(=O)c1ccc(NC(=O)C(=O)N2CCN(C(=S)NCCc3ccccc3)CC2)cc1` gave SENP8 block-1 6, Apaf1 inhib 20, SENP6 block -6, SENP7 block 11, SENP1 FRET inh 2, SENP8 block-2 -5, PfG6PD inh -2 and HKDC1 inh -7.
Cc1ccc(N(Cc2ccc(C(=O)NC3CCCCC3)cc2)S(C)(=O)=O)cc1C was read as SENP8 block-1 32, Apaf1 inhib 25, SENP6 block -12, SENP7 block -10, SENP1 FRET inh 1, SENP8 block-2 -16, PfG6PD inh -7 and HKDC1 inh -12.
`O=C1N=C(N2CCOCC2)SC1=C1CCCCC1` gave SENP8 block-1 6, Apaf1 inhib -12, SENP6 block 21, SENP7 block -4, SENP1 FRET inh -3, SENP8 block-2 -13, PfG6PD inh 5 and HKDC1 inh -6.
`CC(C)Cn1nc(NS(=O)(=O)c2cccc3nonc23)c2cc3ccccc3nc21` gave SENP8 block-1 14, Apaf1 inhib 3, SENP6 block 21, SENP7 block -3, SENP1 FRET inh -4, SENP8 block-2 1, PfG6PD inh -63 and HKDC1 inh 2.
For Cc1ncc(CO)c2c1Oc1nc(-c3ccccc3)nc(SCC(=O)Nc3cccc(O)c3)c1C2 the results were SENP8 block-1 7, Apaf1 inhib 12, SENP6 block 21, SENP7 block -3, SENP1 FRET inh -7, SENP8 block-2 10, PfG6PD inh 35 and HKDC1 inh 19.
For c1ccc(COc2ccc(OCCOCCn3cncn3)cc2)cc1 the results were SENP8 block-1 11, Apaf1 inhib 5, SENP6 block 2, SENP7 block -2, SENP1 FRET inh -1, SENP8 block-2 -13, PfG6PD inh 12 and HKDC1 inh -9.
Cc1nn(C(=O)c2c([N+](=O)[O-])cnn2C)c(C)c1Cl was read as SENP8 block-1 15, Apaf1 inhib 14, SENP6 block -16, SENP7 block -10, SENP1 FRET inh 1, SENP8 block-2 -1, PfG6PD inh -4 and HKDC1 inh -3.
`CN(C)c1ccc(N2C(=NC(=O)COc3ccccc3)SC3CS(=O)(=O)CC32)cc1` (stereo not drawn) gave SENP8 block-1 11, Apaf1 inhib 20, SENP6 block 5, SENP7 block -1, SENP1 FRET inh 4, SENP8 block-2 -1, PfG6PD inh 6 and HKDC1 inh 7.
For CN(C(=O)c1ccc(NC(=O)Cc2ccc(NC(=O)C3CCCN(C(=O)C4CCC4)C3)cc2)cc1)C1CCCC1 (stereo not drawn) the results were SENP8 block-1 10, SENP1 FRET inh 2, PfG6PD inh -24 and HKDC1 inh 8.
COc1ccc(Cc2nnc(NC(=O)c3ccc(Cl)c([N+](=O)[O-])c3)s2)cc1 was read as SENP8 block-1 14, Apaf1 inhib 3, SENP6 block -4, SENP7 block 5, SENP1 FRET inh 0, SENP8 block-2 6, PfG6PD inh -2 and HKDC1 inh -7.
O=S(=O)(CCN1CCOCC1)c1ccc(Oc2ccc(S(=O)(=O)CCN3CCOCC3)cc2)cc1 was read as SENP8 block-1 -4, Apaf1 inhib -1, SENP6 block -18, SENP7 block -7, SENP1 FRET inh -1, SENP8 block-2 -6, PfG6PD inh -1 and HKDC1 inh -7.
`COCCSc1ccccc1C(=O)NCc1ccc(S(N)(=O)=O)cc1` gave SENP8 block-1 28, Apaf1 inhib -13, SENP6 block 6, SENP7 block -3, SENP1 FRET inh 1, SENP8 block-2 -8, PfG6PD inh -3 and HKDC1 inh -9.
`Cc1ccc(NC(=O)C2CCN(C(=O)[C@@H]3Cc4ccccc4CN3)CC2)c(C)c1` gave SENP8 block-1 -3, Apaf1 inhib -72, SENP6 block 0, SENP7 block 2, SENP1 FRET inh -1, SENP8 block-2 0, PfG6PD inh 7 and HKDC1 inh 3.
CCC(C)c1ccc(NC(=O)CC(C)=O)cc1 (stereo not drawn) was read as SENP8 block-1 3, Apaf1 inhib 14, SENP6 block -9, SENP7 block -8, SENP1 FRET inh 1, SENP8 block-2 -22, PfG6PD inh -2 and HKDC1 inh -4.
`O=S(=O)(NCCc1ccccc1F)c1cccc(S(=O)(=O)N2CCOCC2)c1` gave SENP8 block-1 6, Apaf1 inhib 6, SENP6 block 1, SENP7 block -8, SENP1 FRET inh 3, SENP8 block-2 2, PfG6PD inh 9 and HKDC1 inh 17.
`Cc1cc(C)c2nc(SCC#N)cc(C)c2c1` gave SENP8 block-1 6, Apaf1 inhib 9, SENP6 block -14, SENP7 block -9, SENP1 FRET inh 1, SENP8 block-2 -9, PfG6PD inh 1 and HKDC1 inh -4.
Screening Cc1cccc(OCCOCCN2CCOCC2)c1C returned SENP8 block-1 16, Apaf1 inhib -20, SENP6 block -7, SENP7 block 12, SENP1 FRET inh 2, SENP8 block-2 -5, PfG6PD inh -7 and HKDC1 inh -7.
Screening Cc1ccc2nc3c(cc(C(=O)NCc4ccccc4)c(=N)n3CCCn3ccnc3)c(=O)n2c1 returned SENP8 block-1 -456, SENP1 FRET inh -36, PfG6PD inh -9 and HKDC1 inh 3.
CCOCCCNC(C(=O)Nc1ccc(OC)c(Cl)c1)c1ccccc1 (stereo not drawn) was read as SENP8 block-1 10, Apaf1 inhib -5, SENP6 block -4, SENP7 block 1, SENP1 FRET inh 1, SENP8 block-2 -4, PfG6PD inh 10 and HKDC1 inh -10.
Cc1ccc(Cn2c([N+](=O)[O-])cnc2C)cc1 was read as SENP8 block-1 10, Apaf1 inhib -3, SENP6 block 0, SENP7 block -1, SENP1 FRET inh 1, SENP8 block-2 -7, PfG6PD inh 0 and HKDC1 inh 12.
For CC(C)Cn1c(N)c(C(=O)COC(=O)c2ccccc2F)c(=O)n(C)c1=O the results were SENP8 block-1 14, Apaf1 inhib 1, SENP6 block -5, SENP7 block 5, SENP1 FRET inh 0, SENP8 block-2 6, PfG6PD inh -8 and HKDC1 inh -1.
Screening CC1CN(C(=O)c2cc3c(=O)n4ccccc4nc3n2C)CC(C)O1 (stereo not drawn) returned SENP8 block-1 -306, Apaf1 inhib 0, SENP6 block -20, SENP7 block 15, SENP1 FRET inh -88, SENP8 block-2 -9, PfG6PD inh -9 and HKDC1 inh -4.
`O=C(NNc1cc(Cl)cc(Cl)c1)c1c(F)cccc1Cl` gave SENP8 block-1 2, Apaf1 inhib -11, SENP6 block -10, SENP7 block 11, SENP1 FRET inh -1, SENP8 block-2 -12, PfG6PD inh 6 and HKDC1 inh 1.
`C[n+]1c2cc(N)ccc2cc2ccc(N)cc21` gave SENP8 block-1 -88&-99, SENP1 FRET inh -29&-30, PfG6PD inh 78* and HKDC1 inh 44*!.
